# High-throughput results from PubChem BioAssay.
# PglD inh: blocks C. jejuni PglD acetyltransferase activity; purified PglD enzyme, DTNB colorimetric CoA detection; 360,000 compounds, 0.098% hits; inhibition, % at 12.5 µM; AID 602405; in the data active = inhibition above about 16%, passing the limit was not always enough; also: strong numbers were not always called active
# RAD52 inh: RAD52 (human) annealing inhibition. recombinant RAD52 DNA annealing, FRET fluorescence. 360,000 compounds, 0.46% hits. inhibition, % at 18.7 µM;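 active = every replicate showing at least 50% inhibition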
# Target sequence (P43351 whole entry, looked up): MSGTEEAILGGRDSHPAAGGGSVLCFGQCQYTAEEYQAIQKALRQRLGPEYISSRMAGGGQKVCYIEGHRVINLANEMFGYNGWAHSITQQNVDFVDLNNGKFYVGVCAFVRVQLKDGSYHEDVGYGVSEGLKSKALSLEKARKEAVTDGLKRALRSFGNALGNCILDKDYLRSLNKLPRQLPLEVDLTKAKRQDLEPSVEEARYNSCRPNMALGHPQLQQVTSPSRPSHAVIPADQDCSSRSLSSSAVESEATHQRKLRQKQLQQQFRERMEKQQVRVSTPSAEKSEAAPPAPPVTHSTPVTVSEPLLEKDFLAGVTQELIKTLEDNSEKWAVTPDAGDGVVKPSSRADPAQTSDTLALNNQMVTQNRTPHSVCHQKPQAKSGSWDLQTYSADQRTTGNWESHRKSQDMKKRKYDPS
# Cneo AK release: causes C. neoformans cell lysis | 360,000 compounds, 0.2% hits | lysis activity, % at 15 µM | adenylate kinase release luminescence, 4 h; normalised: neutral wells 0, clomiphene wells 100;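 active = mean lysis activity across replicates of at least 80%, whatever share of replicates individually reach that level; inactive = mean lysis activity below 80%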
#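 Test system: log-phase Cryptococcus neoformans yeast cells; Quantity: yeast cell density of 5 × 10^6 cells/mL; Buffer or medium: YPD; Doses: single compound concentration per well; Timing: 4 h at 37 °C static, read 1 h later; Measured by: AK luminescence; Read-out basis: lysis from increased AK signal; Control set: Clomiphene as positive control.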
# RAD54 inh: RAD54 (human) branch migration inhibition; Q92698; RAD54 Holliday junction branch migration, FAM/BHQ fluorescence; inhibition, % at 10.4 µM; 360,000 compounds, 0.14% hits;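 active = mean normalized replicate activity at least 40 and at least half of replicates scoring 40 or more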;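 also: 0% = median of neutral control wells and 100% = median of positive control wells; inhibitors cause a drop in the FAM fluorescence signal; in these data hits start at about 50%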
# miR122 inh: miR-122 inhibition in Huh7 cells. Huh7 miR-122 Renilla luciferase sensor, 48 h; neutral wells = 0, positive control = 100. activation (reporter increase), % at 12.5 µM. 340,000 compounds, 0.3% hits. AID 602342;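 active = mean replicate activation score at least 90 and every replicate individually at or above 90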;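 also: higher luciferase means less miR-122 activity so hits act as miR-122 inhibitors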
# ERAP1 HTS inh: inhibitors of human ERAP1 aminopeptidase; Q9NZ08; recombinant ERAP1, Leu-AMC fluorescence, 60 min; inhibition, % at 10.7 µM; 340,000 compounds, 0.15% hits;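 active = mean replicate inhibition of at least 30%, or all replicates individually reaching that 30% level; inactive = mean below 30% and not every replicate reaching it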;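 also: 0% = neutral control wells and 100% = L-leucinethiol positive control wells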
# E-sel inducer: E-selectin induction on HUVECs | P16581 | HUVEC E-selectin immunofluorescence imaging; normalized: neutral wells 0, TNF-alpha wells 100 | activation, % at 7.58 µM | 260,000 compounds, 0.37% hits | AID 686992;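 active = mean E-selectin-positive cell signal at least 10% of the positive control, reached in at least 60% of replicates, without over 20% cell loss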;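 also: in these data hits start at about 27%; measured in HUVEC primary endothelial cells; signal is the percent of cells scored E-selectin positive by PE staining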
# Target sequence (P16581 whole entry, looked up): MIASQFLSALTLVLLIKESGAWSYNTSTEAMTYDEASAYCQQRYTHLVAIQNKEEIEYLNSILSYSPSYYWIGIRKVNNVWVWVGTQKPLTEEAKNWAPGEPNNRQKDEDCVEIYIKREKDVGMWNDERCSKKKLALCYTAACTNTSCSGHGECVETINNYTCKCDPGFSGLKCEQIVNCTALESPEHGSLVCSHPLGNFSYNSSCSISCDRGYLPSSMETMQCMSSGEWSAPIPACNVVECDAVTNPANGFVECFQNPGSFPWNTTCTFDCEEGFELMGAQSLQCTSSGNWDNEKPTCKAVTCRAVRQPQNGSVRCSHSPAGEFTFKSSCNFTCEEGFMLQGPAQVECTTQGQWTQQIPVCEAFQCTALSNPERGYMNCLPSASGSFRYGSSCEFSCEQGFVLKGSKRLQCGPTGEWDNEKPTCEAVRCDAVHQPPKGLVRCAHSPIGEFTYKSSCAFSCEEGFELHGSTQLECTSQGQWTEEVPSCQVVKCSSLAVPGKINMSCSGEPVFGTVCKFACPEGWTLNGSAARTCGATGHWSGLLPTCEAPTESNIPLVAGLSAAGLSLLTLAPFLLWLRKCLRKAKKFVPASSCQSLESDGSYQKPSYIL
#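 Test system – human umbilical vein endothelial cells (HUVEC), E-selectin induction · Input – 3,000 HUVEC seeded per well · Buffer or medium – EGM-2, gelatin · Compound dosing – single-point compound dose · Detection – immunofluorescence imaging · Measure – percent E-selectin-positive cells · Controls – TNF-alpha high, DMSO low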
# PGC1a acetyl inh: PGC1a acetylation modulation, inhibitor mode; inhibition, % at 15.6 µM; U2OS PGC1a acetylation, AlphaScreen anti-acetyl-lysine; with virally co-expressed GCN5 acetyltransferase; 350,000 compounds, 0.17% hits;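 active = every replicate shows inhibition of at least 40%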;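 also: 0% = neutral control wells and 100% = positive control wells; some results beyond the cut were filed as inactive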
# * marks the source's active call; other numbers are inactive results; / = no result given; & = joins results of further samples; [ ] = dose if it differs, or a comment.
SMILES,PglD inh,RAD52 inh,Cneo AK release,RAD54 inh,miR122 inh,ERAP1 HTS inh,E-sel inducer,PGC1a acetyl inh
C[C@@H]1CN([C@H](C)CO)C(=O)c2cc(NC(=O)CCCN(C)C)ccc2O[C@@H]1CN(C)S(=O)(=O)c1ccc(F)cc1,-2.2,-0.3,-0.8,0.8,0.6[16.7 µM],-2.9,-0.7,-4.7
COc1ccc(NS(=O)(=O)c2cc(NS(=O)(=O)c3cc(C(=O)O)ccc3OC)ccc2C)cc1,-5.4,-8.2,0.0,17.1,29.4,-84.2,-0.2,2.1
C[C@@H]1CN([C@@H](C)CO)C(=O)Cc2cc(NC(=O)NC3CCCCC3)ccc2O[C@H]1CN(C)C(=O)NC1CCCCC1,-3.2,9.1,-3.4,-6.9,-5.9[16.7 µM],-0.9,0.7,3.5
C[C@@H]1CN([C@@H](C)CO)C(=O)Cc2cc(N(C)C)ccc2O[C@H]1CN(C)C(=O)Nc1ccc(F)cc1,1.4,1.5,-3.0,6.8,6.9[16.7 µM],-2.1,-4.9,-0.1
C[C@H]1CN([C@@H](C)CO)C(=O)Cc2cc(NS(=O)(=O)c3cccs3)ccc2O[C@H]1CN(C)Cc1ccc(-c2ccccc2)cc1,-0.6,-26.8,-0.8,-5.1,-7.4[16.7 µM],-0.3,0.0,1.9
CC(C)NC(=O)Nc1cccc2c1O[C@H](CN(C)S(=O)(=O)c1ccccc1)[C@@H](C)CN([C@@H](C)CO)C2=O,2.2,9.9,1.5,-3.9,-1.1[16.7 µM],-0.2,-1.5,2.1
COc1ccc(C2NC(=O)c3ccccc3N2)c(OC)c1OC (stereo not given),-0.3,-3.2,-1.2,2.1,5.9,-5.2,0.1,4.3
O=C(Nc1ccc(N2CCOCC2)cc1)c1ccncc1,6.7,/,8.1,4.0,7.4,/,/,6.5
Nc1cc(C(=O)OCC(=O)Nc2cccc(S(=O)(=O)N3CCOCC3)c2)ccc1Cl,0.9,-8.8,0.7,10.9,/,-4.4,/,/
CCOc1ccc(S(=O)(=O)N(CC(=O)Nc2cccnc2)c2ccc(F)cc2)cc1,-4.9,-6.9,-0.7,-12.3,-0.3,0.1,0.7,-18.2
O=C(COc1ccc2ccccc2c1)Nc1ccc(Cc2ccncc2)cc1,-2.0,-15.1,-1.5,-3.0,1.0,7.8,/,/
Cc1cc(C)cc(NC(=O)C(OC(=O)Cn2cnc3c2c(=O)n(C)c(=O)n3C)c2ccccc2)c1 (stereo not given),0.7,-22.5,1.1,-10.4,2.2,2.1,0.2,4.6
Cc1sc2ncnc(SCC(=O)NCC(C)C)c2c1C,-1.6,/,-0.9,2.3,-12.4,/,/,10.2
COC(=O)c1ccc(NC(=O)COC(=O)CSc2nc(C)cc(C)n2)cc1,0.7,/,-1.5,-2.5,-1.3,/,/,1.1
CC1CCCC(NC(=O)CSc2ccc(F)cc2)C1C (stereo not given),-4.3,-13.6,-1.4,4.8,/,7.1,2.5,1.7
NNC(=O)CCCNc1ncc(C(F)(F)F)cc1Cl,-0.9,-0.2,0.8,0.6,3.5,-0.5,/,-7.8
CO[C@H]1CN(C)C(=O)c2cc(NS(=O)(=O)c3cn(C)cn3)ccc2OC[C@H](C)N(CC2CC2)C[C@@H]1C,-1.6,7.0,41.8,-2.1,/,-4.0,-0.1,-6.7
COc1cc(CN2CCNC(=O)C2CC(=O)NCCC2=CCCCC2)cc(OC)c1 (stereo not given),-3.7,-19.3,-0.3,-10.7,-2.0,5.3,/,-1.3
COc1ccc(C(=O)NC2CCc3ccccc32)cc1OC1CCN(C(C)C)CC1 (stereo not given),-2.7,-16.8,-2.7,-10.6,/,-3.5,1.2,/
CC1CCCC(NC(=O)CSC2CCCCC2)C1C (stereo not given),/,-11.5,/,/,7.3,3.0,-0.3,-5.2
O=C(Nc1ccccc1F)c1ccc(OCc2ccccc2)cc1,5.2,1.7,-2.0,-5.6,-3.0,-2.1,0.2,-9.9
Cc1ccc2nc(Cl)c(/C=N/Nc3nc(C)cc(C)n3)c(=O)n2c1,1.8,-64.4,2.8,-2.3,0.6,0.5,0.3,10.3
Cc1ccc(CN(CCO)CCO)cc1,-1.8,-9.2,1.4,-1.4,0.7,1.7,/,/
CCc1n[nH]c(=S)n1/N=C/c1c(O)ccc2ccccc12,-6.0,-12.7,2.8,10.5,4.3,-2.4,/,4.7
Cc1cccc(N2CCN(C3=NC(=O)C(=C4CCCCC4)S3)CC2)c1,-9.6,/,1.3,-4.2,-25.4,/,/,/
CCOc1ccc(S(=O)(=O)Nc2nc3ccccc3nc2Nc2ccc(N3CCOCC3)cc2)cc1,1.5,-5.0,-2.1,-7.8,37.1,1.6,-1.6,-7.5
CCCN(C)C[C@H]1OCCCC[C@H](C)Oc2ccc(NS(=O)(=O)c3ccc(C)cc3)cc2C(=O)N([C@@H](C)CO)C[C@H]1C,0.1,4.6,-0.1,16.1,1.5[16.7 µM],-0.5,-0.1,-6.3
COc1ccc(S(=O)(=O)NCC(=O)NCc2cc(=O)n(C)c(=O)n2C)cc1C,-5.0,5.1,0.5,-12.3,0.1,-0.2,/,-1.9
Oc1ccccc1Oc1c(F)c(F)nc(N2CCCC2)c1F,2.6,0.0,2.8,6.7,-3.2,10.6,/,/
COc1ccc(C#Cc2ccc3c(c2)O[C@H](CN(C)C(=O)NC2CCCCC2)[C@@H](C)CN([C@H](C)CO)S3(=O)=O)cc1,10.3,-59.7,4.3,-3.6,36.6[16.7 µM],2.5,0.1,14.8
COc1cc(/C=N/Nc2snc(SC)c2C#N)cc(OC)c1OC,11.7,/,0.4,4.9,-1.1,/,/,-2.8
CCCCCn1c(SCC(=O)OCC)nc2cc(C(=O)NCc3ccco3)ccc2c1=O,2.4,/,-3.9,5.9,-2.7,/,/,-3.7
Cc1noc(C)c1S(=O)(=O)Nc1ccc2c(c1)CC(=O)N([C@H](C)CO)C[C@H](C)[C@@H](CN(C)Cc1ccncc1)O2,0.6,-4.8,-3.7,8.8,3.7[16.7 µM],3.0,/,-1.4
CC1(C)CC(N2CCN(C(c3ccccc3)c3ccccc3)CC2)=CC(=[N+]2CCCCC2)C1,-6.3,9.7,-19.1,13.6,-20.1,6.6,0.0,1.0
CC(C)NC(=O)CSc1nc(N)c(NC(=O)c2ccco2)c(=O)[nH]1,0.8,-13.3,0.8,3.3,-3.2,10.5,/,/
COc1ccccc1NC(=O)Cn1c2ccc(F)cc2c2nc3n(c(=O)c21)CCS3,-0.5,-6.6,5.9,31.2,-2.8,0.8,/,/
COc1ccc(NC(=O)Nc2cccc(OC)c2)cc1,-5.6,/,-4.5,-6.0,2.8,/,/,0.4
Cc1c(Cl)cnc(NC(=O)COC(=O)CCS(=O)(=O)c2ccccc2)c1Cl,-2.1,/,-0.3,4.8,-3.9,/,/,-5.1
Cc1ccc2nc(NC(=O)/C=C/c3ccc4c(c3)OCO4)sc2c1,2.8,/,-0.5,9.6,-5.5,/,2.3,8.1
CCCc1c(C(=O)N/N=C(\CC)c2ccccc2)nnn1-c1nonc1N,2.7,5.2,-0.7,6.7,-6.0,13.8,-0.1,/
COc1ccccc1CCNC(=O)C1CCN(C(=O)/C=C/c2ccccc2)CC1,-0.4,-4.9,3.6,1.9,/,1.1,0.1,/
C/C(=N\NC(=O)CCc1ccc(S(=O)(=O)N2CCOCC2)cc1)c1ccc(OC(F)F)cc1,1.2,2.1,-2.1,1.8,-10.4,-3.1,5.7,-0.7
COCOCCn1cc(CN2CCS(=O)(=O)N(Cc3ccc(-c4ccc(OC)nc4)cc3)C(C(C)C)C2=O)nn1 (stereo not given),2.0,-9.8,1.7,-1.9,-3.2,/,-7.3,16.5
C[C@H]1CN([C@@H](C)CO)C(=O)CCCn2cc(nn2)CO[C@H]1CN(C)C(=O)Oc1ccccc1,0.3,6.0,-9.1,7.2,-0.8[16.7 µM],-1.6,-0.1,-2.2
Cc1ccsc1C(=O)N(CC(C)C)c1c(N)n(Cc2ccccc2)c(=O)[nH]c1=O,-3.0,-19.3,4.2,-5.9,-0.3,1.6,0.0,/
COc1ccc(S(=O)(=O)NNC(=O)Nc2ccc(C)cc2C)c(OC)c1,1.4,-12.9,-0.1,7.4,/,-2.0,0.7,/
Cc1ccc(S(=O)(=O)NN2CCCCCC2)cc1,-4.3,-12.1,-1.1,3.4,-3.2,1.6,0.2,-0.3
CCOc1ccc(CNC(=O)Cn2nc(C)c3c(C)n(-c4ccc(C)cc4)nc3c2=O)cc1,4.1,-5.1,-1.5,11.8,-10.8,-0.6,-0.2,-10.4
Cc1noc(C)c1C(=O)Nc1sc2c(c1C(N)=O)CCCCC2,/,-16.2,/,/,0.2,5.5,/,2.6
O=C(NCc1ccccn1)Nc1ccc(F)cc1,3.0,/,2.8,2.8,-9.6,/,/,3.0
COc1ccc2c3c([nH]c2c1)[C@H](CO)N(Cc1cccc(F)c1)CC31CN(C(C)=O)C1,/,-27.2,/,/,/,-5.2,-0.5,14.7
COc1ccc(N2CCN(C(=O)c3ccc(C)c(NC(=O)C4=C(C)OCCS4)c3)CC2)cc1,1.3,-1.8,-0.3,-8.9,-4.0,-0.4,-0.1,-13.1
COc1cc2c(cc1OC)CN(C(=S)Nc1ccc(OC(F)F)cc1)CC2,-0.4,-56.6,-1.7,6.9,-3.0,-3.9,0.2,-16.1
C[C@H]1CN([C@@H](C)CO)C(=O)c2cc(-c3cncnc3)cnc2O[C@@H]1CN(C)C(=O)Nc1ccc2c(c1)OCO2,0.3&-1.3,-10.9&-2.8,-1.7&-0.9,5.3&-0.8,-2.9&-4.6[16.7 µM],1.7&-1.4,0.0,-1.0&6.4
C[C@@H]1CN([C@H](C)CO)C(=O)c2cc(NC(=O)C3CCCCC3)ccc2O[C@@H](C)CCCCO[C@H]1CN(C)C(=O)Nc1ccccc1,-0.2,7.7,-2.1,-3.8,4.8[16.7 µM],1.9,0.1,-35.3
Cc1nn(-c2ccccc2)c2nc(-c3ccco3)cc(C(=O)O)c12,6.3,/,1.9,-5.4,-4.3,/,/,-7.6
O=C1c2ccccc2C(=O)c2cc(N3CCCCC3)ccc21,6.8,-46.0,-1.9,-8.4,/,3.0,0.5,4.9
CN(C)c1ccc(-c2nc3ccccc3n2C)cc1,-3.7,/,-29.4,-0.6,-2.0,/,/,-17.4
Cc1ccc(NC(=S)NNC(=O)C2CC2c2ccc(C)cc2)cc1 (stereo not given),7.2,/,0.5,-4.6,-7.9,/,-2.3,9.4
CN1[C@H](C(=O)NCc2ccc(F)cc2)[C@@H](CO)[C@@H]2Cn3c(ccc(-c4ccccc4F)c3=O)[C@@H]21,-0.8,-4.8,0.0,2.8,-5.1[16.7 µM],0.4,-0.3,/
COc1ccc(C(O)c2ncc(-c3cccc(OCc4ccccc4)c3)[nH]2)cc1F (stereo not given),7.5,/,-0.8,-25.4,57.5,/,/,/
COc1ccc2c3c(n(C)c2c1)[C@@H](CO)N(C(=O)CC1CC1)CC31CN(Cc2nccs2)C1,/,-7.5,/,/,/,-0.6,-0.1,3.0
